AmpC detergent: blocks E. coli AmpC beta-lactamase in detergent assay; AmpC hydrolysis of nitrocefin, absorbance 480 nm, 0.01% Triton; P00811; 370,000 tested, 0.041% active; Potency, µM (series often up to 114 µM), inactives show at the highest dose activity change, negative = inhibition, usual class: inhibitors;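 further: potency means the concentration at half of the fitted maximal effect; 0% = no-compound wells and -100% = no-enzyme wells; nearly all actives have a fitted effect of over 25% in size; some results filed as inactive show a strong effect at the top dose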
Target sequence (P00811 whole entry, looked up): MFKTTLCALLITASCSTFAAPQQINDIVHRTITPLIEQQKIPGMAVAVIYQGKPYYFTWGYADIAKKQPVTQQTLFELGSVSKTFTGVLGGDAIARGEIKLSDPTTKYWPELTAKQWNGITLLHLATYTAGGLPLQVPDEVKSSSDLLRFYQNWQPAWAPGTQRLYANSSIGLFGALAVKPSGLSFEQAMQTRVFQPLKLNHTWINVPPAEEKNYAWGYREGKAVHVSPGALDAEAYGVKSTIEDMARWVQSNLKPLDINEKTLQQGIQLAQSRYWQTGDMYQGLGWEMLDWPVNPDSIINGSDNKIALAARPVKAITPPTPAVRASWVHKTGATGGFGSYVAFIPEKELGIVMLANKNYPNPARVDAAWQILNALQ
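20 mM phosphate pH 7.0 + 0.01% (detergent screen) or 0.0001% Triton X-100; 5.3 nM AmpC reagent; cpd preinc 15 min RT; nitrocefin (800 uM stock) to start; A480 q20 s × 4 min; Activity was normalised to no-enzyme and no-compound control wells.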
Giardia FBPA inh: Giardia lamblia aldolase inhibition; A8B2U2; purified Giardia FBPA; Potency, µM (titrated, usually from 59.6 µM), for the others: top-dose activity, negative = inhibition, hits mostly inhibitors; 290,000 tested, 0.71% active; AID 2451; further: potency means the concentration at half of the fitted maximal effect; nearly all actives have a fitted effect of over 55% in size
Target sequence (A8B2U2 whole entry, looked up): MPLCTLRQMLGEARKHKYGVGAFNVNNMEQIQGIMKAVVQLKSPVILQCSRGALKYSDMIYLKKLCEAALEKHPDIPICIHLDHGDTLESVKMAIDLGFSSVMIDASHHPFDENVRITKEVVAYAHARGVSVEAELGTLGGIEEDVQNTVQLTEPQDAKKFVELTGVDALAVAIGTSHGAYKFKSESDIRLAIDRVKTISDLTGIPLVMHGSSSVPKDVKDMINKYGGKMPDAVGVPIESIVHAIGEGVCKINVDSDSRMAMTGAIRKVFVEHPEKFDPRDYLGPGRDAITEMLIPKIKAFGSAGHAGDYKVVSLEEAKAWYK
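Giardia FBPA (40 nM reagent) was preincubated 10 min at RT with compound (up to 57.5 uM final), then substrate plus GAPDH/TPI/NAD/arsenate coupling system with diaphorase/resazurin was added; resorufin fluorescence (525/598 nm) was read after 20 min.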
AmpC no deterg: inhibitors of E. coli AmpC beta-lactamase without detergent; 330,000 tested, 0.52% active; P00811; AmpC nitrocefin hydrolysis, absorbance 480 nm, 0.0001% Triton; Potency, µM (top dose mostly 57.1 µM), for inactives: at the top dose activity change, negative = inhibition, most hits filed as inhibitors; AID 485341;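 further: potency means the concentration at half of the fitted maximal effect; plate controls were no compound for no effect and no enzyme for full effect; nearly all actives have a fitted effect of over 20% in size; some results filed as inactive show a strong effect at the top dose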
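20 mM phosphate pH 7.0 + 0.01% (detergent screen) or 0.0001% Triton X-100; 5.3 nM AmpC reagent; cpd preinc 15 min RT; nitrocefin (800 uM stock) to start; A480 q20 s × 4 min; Activity was normalised to no-enzyme and no-compound control wells.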
Sm TGR inh: blocks Schistosoma mansoni thioredoxin glutathione reductase | Potency, µM (series often up to 114 µM), for the others: top-dose activity change, negative = inhibition, most hits filed as inhibitors | 360,000 tested, 3% active | Q962Y6 | purified TGR, DTNB reduction, TNB absorbance 405 nm; further: potency means the concentration at half of the fitted maximal effect; nearly all actives have a fitted effect of over 60% in size
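First, TGR (20 nM dispensed) and NADPH were mixed with compound. Second, a 15 min room-temperature incubation followed. Third, further NADPH and then DTNB were added to start the reaction. Finally, TNB absorbance was monitored kinetically.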
HCMV antiviral: inhibitors of human cytomegalovirus | HFF cells, HCMV-luciferase reporter, 72 h; active compounds read low | activity change, negative = inhibition, % at 57.5 µM | 410,000 tested, 4.5% active | AID 1259415; in the data active means activity change below about -60%; inconclusive means no clear call, values can overlap the other calls; inactive means above about -39%
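Two-dose cell screen: HFF monolayers treated with compounds and infected with luciferase-expressing HCMV at 1 PFU/cell, 72 h at 37C, then lysed for luciferase measurement.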
AMA1 RON2 block: AMA1-RON2 (P. falciparum) interaction inhibition; 360,000 tested, 0.2% active; Potency, µM (top dose mostly 58.2 µM), without a hit: at the top dose activity change, negative = inhibition, actives largely listed as inhibitors; AlphaScreen AMA1-biotinylated RON2 peptide binding;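 further: potency means the concentration at half of the fitted maximal effect; 0% = vehicle wells and -100% = peptide control; nearly all actives have a fitted effect of over 45% in size; some results filed as inactive show a strong effect at the top dose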
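AMA1 (3D7) with his tag at 25 nM final met compounds first, then biotinylated RON2 peptide at 25 nM; detection used donor plus acceptor beads, 10 µg/mL apiece, read by AlphaScreen after 30 min at room temperature.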
* hit, by the source's call; ? = inconclusive; . = no result given; [ ] = another dose, or the depositor's remark. Unless noted, the call rests on the fitted dose curve; in most records, active means well fitted curve in the direction sought with a large enough effect; inconclusive means small, poorly fitted or top-dose-only effect, or another doubt; inactive means no such curve, though single readings can be large; an effect the other way counts as inactive or inconclusive. Unless noted, on the % scale 0 is the no-effect control and ±100 the full control effect.

cpd | SMILES | AmpC detergent | Giardia FBPA inh | AmpC no deterg
1 | O=C(CSc1nnc(Cn2c(=O)sc3ccccc32)n1-c1ccccc1)NCc1ccco1 | -3% | 0% | -18%
2 | CCOc1ccccc1NC(=O)c1cnc(NS(=O)(=O)c2ccccc2)nc1 | -1% | . | -16%
3 | CC1CCN(Cc2c(C(=O)N/N=C/c3cccc(C(F)(F)F)c3)nnn2-c2nonc2N)CC1 | -9% | -5% | 51%
4 | COc1ccc(C(CC(=O)O)NS(=O)(=O)c2ccc3c(c2)N(C(C)=O)CC(C)O3)cc1 (centres undefined) | -9% | 12% | -4%
5 | C=CCn1c(SCC(=O)NNC(=O)Nc2cccc(Cl)c2)nnc1-c1ccccc1 | 4% | 12% | 4%
6 | COc1ccc(NC(=O)Cn2c(=O)n(C(C)C)c(=O)c3oc4ccccc4c32)cc1Cl | 8% | . | .
7 | O=C(Nc1cccc(S(=O)(=O)N2CCOCC2)c1)c1cc(=O)[nH]c2ccccc12 | . | . | -25%
8 | O=C(COc1cccnc1[N+](=O)[O-])Nc1cccc2ccccc12 | 0% | . | -22%
9 | Cc1ccc(S(=O)(=O)NCc2ccccc2)cc1C(=O)N1CCN(c2ccccc2)CC1 | -3% | . | 20%
10 | O=C(CN1CCN(c2nc(-c3ccc(F)cc3)cs2)CC1)NCc1ccc2c(c1)OCO2 | ? | -18% | 39%
11 | COc1ccc(N2CCN(CCCNC(=O)C3CCCN(S(=O)(=O)c4cnc[nH]4)C3)CC2)cc1 (centres undefined) | ? | 1% | 43%
12 | CC1CC(C#N)N(N(C)C)C1=C(C#N)C#N (centres undefined) | 3% | 3% | -8%
13 | Cc1cc(C)cc(N(CC(=O)NC2CCCCC2)C(=O)CNC(=O)c2ccco2)c1 | 0% | 5% | 31%
14 | CC(O)CNCc1ccccc1C(F)(F)F (centres undefined) | 3% | -6% | 1%
15 | O=C(CN1CCOCC1)n1c2ccccc2c2ccccc21 | ? | 3% | 60%

cpd | Sm TGR inh | HCMV antiviral | AMA1 RON2 block
1 | -6% | 9 | -15%
2 | 9% | -20 | 1%
3 | 12% | 4 | 14%
4 | -18% | 17 | 9%
5 | 8% | -27 | 117%[activator]
6 | -1% | ? | .
7 | . | 9 | 9%
8 | -3% | . | 6%[11.6 µM]
9 | 0% | 16 | 51%[activator]
10 | -23% | . | -29%
11 | -3% | -8 | 5%
12 | -3% | -2 | 10%
13 | 3% | -16 | -9%
14 | 2% | -11 | -4%
15 | -1% | -3 | -8%

Reprinted at random: five records from the list
cpd | SMILES | AmpC detergent | Giardia FBPA inh | AmpC no deterg
13 | Cc1cc(C)cc(N(CC(=O)NC2CCCCC2)C(=O)CNC(=O)c2ccco2)c1 | 0% | 5% | 31%
14 | CC(O)CNCc1ccccc1C(F)(F)F (centres undefined) | 3% | -6% | 1%
4 | COc1ccc(C(CC(=O)O)NS(=O)(=O)c2ccc3c(c2)N(C(C)=O)CC(C)O3)cc1 (centres undefined) | -9% | 12% | -4%
1 | O=C(CSc1nnc(Cn2c(=O)sc3ccccc32)n1-c1ccccc1)NCc1ccco1 | -3% | 0% | -18%
10 | O=C(CN1CCN(c2nc(-c3ccc(F)cc3)cs2)CC1)NCc1ccc2c(c1)OCO2 | ? | -18% | 39%

cpd | Sm TGR inh | HCMV antiviral | AMA1 RON2 block
13 | 3% | -16 | -9%
14 | 2% | -11 | -4%
4 | -18% | 17 | 9%
1 | -6% | 9 | -15%
10 | -23% | . | -29%

Going on with the list:
cpd | SMILES | AmpC detergent | Giardia FBPA inh | AmpC no deterg
16 | COc1ccc(OC)c(/C=N/n2c(-c3n[nH]c4c3CCC4)n[nH]c2=S)c1 | -5% | -20% | -33%
17 | NC(=O)c1ccc(NCC2CCCO2)c([N+](=O)[O-])c1 (centres undefined) | -5% | -3% | -13%
18 | CC(SC1=NCCS1)C(=O)Nc1nnc(-c2ccc(F)cc2)s1 (centres undefined) | ? | -1% | ?
19 | Cn1nc(-c2ccccc2)c(C(=O)NC(C(=O)O)c2ccccc2)c1Cl (centres undefined) | -6% | 4% | 4%
20 | CCOC(=O)c1cc(-c2ccc(C)cc2)n(CCC(=O)N2CCN(c3ccccn3)CC2)c1C | ? | 0% | 173%[activator]
21 | CC(C)NC(NC(=O)/C=C/c1ccccc1)C(Cl)(Cl)Cl (centres undefined) | -1% | 0% | -18%
22 | COC(=O)C1=CN(Cc2cccs2)C=C(C(=O)OC)C1c1cccc(Cl)c1 | -4% | -4% | -17%
23 | COc1ccc(C)cc1Nc1ncnc2c1c(-c1ccccc1)cn2-c1ccc(C)cc1 | 6% | . | .
24 | COc1ccc(Cc2c(O)[nH]c(=O)[nH]c2=O)c(OC)c1 | 4% | -1% | 1%
25 | COc1ccc(NS(=O)(=O)c2cc(NC(=O)COc3ccc(OC)cc3)ccc2N2CCOCC2)cc1 | . | . | 8%
26 | CCOC(=O)c1csc(NC(=O)CSc2nnnn2-c2ccc(OCC)cc2)n1 | -13% | 8% | -17%
27 | Cc1nc(SCC(=O)c2ccc(Cl)s2)c2oc3ccccc3c2n1 | -1% | 0% | -16%
28 | CC[C@H](CO)NCCN[C@H](CC)CO | -9% | -7% | -13%
29 | O=C(Nc1ccc(Cl)cc1C(F)(F)F)c1ccccc1 | ? | 7% | -38%
30 | O=C(CN1CCN(c2ccc(F)cc2)CC1)N1N=CCC1c1ccccc1 (centres undefined) | 5% | 8% | 16%
31 | Nc1nnc(SCCCC(=O)c2ccc(Br)cc2)s1 | 10% | 0% | -18%
32 | CCc1c(C)nc(SCC(=O)Nc2c(C)n(C)n(-c3ccccc3)c2=O)[nH]c1=O | 6% | 4% | -21%
33 | COc1ccc2c(c1OC)C(=O)N(c1cccc(NC(C)=O)c1)C2 | -5% | 1% | -17%

cpd | Sm TGR inh | HCMV antiviral | AMA1 RON2 block
16 | 2% | 48 | 105%[activator]
17 | -1% | -6 | 0%
18 | -1% | 26 | 0%
19 | 12% | 3 | -12%
20 | -11% | -14 | -29%
21 | -5%[57.1 µM] | 16 | 10%
22 | 6% | -14 | 29%
23 | 2% | -19 | .
24 | 4% | -20 | 10%
25 | . | 22 | 0%[11.6 µM]
26 | 0% | 21 | -3%
27 | 24% | 14 | 13%
28 | 4% | -11 | 118%[activator]
29 | 2% | -21 | -6%
30 | 2% | -13 | -9%
31 | -1% | ? | -8%
32 | 12% | 8 | -1%
33 | -2% | 90 | 0%

Given with one line to a screen: entries from further up
[21] CC(C)NC(NC(=O)/C=C/c1ccccc1)C(Cl)(Cl)Cl (centres undefined)
[4] COc1ccc(C(CC(=O)O)NS(=O)(=O)c2ccc3c(c2)N(C(C)=O)CC(C)O3)cc1 (centres undefined)
[6] COc1ccc(NC(=O)Cn2c(=O)n(C(C)C)c(=O)c3oc4ccccc4c32)cc1Cl
[22] COC(=O)C1=CN(Cc2cccs2)C=C(C(=O)OC)C1c1cccc(Cl)c1
[18] CC(SC1=NCCS1)C(=O)Nc1nnc(-c2ccc(F)cc2)s1 (centres undefined)

Assay by compound	21	4	6	22	18
AmpC detergent	-1%	-9%	8%	-4%	?
Giardia FBPA inh	0%	12%	.	-4%	-1%
AmpC no deterg	-18%	-4%	.	-17%	?
Sm TGR inh	-5%[57.1 µM]	-18%	-1%	6%	-1%
HCMV antiviral	16	17	?	-14	26
AMA1 RON2 block	10%	9%	.	29%	0%

Rewritten as tab-separated lines: entries from further up.
nr	molecule	AmpC detergent	Giardia FBPA inh	AmpC no deterg	Sm TGR inh	HCMV antiviral	AMA1 RON2 block
23	COc1ccc(C)cc1Nc1ncnc2c1c(-c1ccccc1)cn2-c1ccc(C)cc1	6%	.	.	2%	-19	.
22	COC(=O)C1=CN(Cc2cccs2)C=C(C(=O)OC)C1c1cccc(Cl)c1	-4%	-4%	-17%	6%	-14	29%
